p53null 32C kill – qHTS Screen for Compounds that Selectively Target Cancer Cells with p53 Mutations: Cytotoxicity of p53 Null Cells at the Permissive Temperature. H1299-neo p53 null cells, ATP luminescence, 24 h, 32C. Potency, µM (top dose mostly 46.1 µM), for inactives: at the highest dose activity change, negative = cytotoxicity, usual class: cytotoxic. actives 0.62% (n = 55,000). AID 903, 2007;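 further: potency means the concentration at half of the fitted maximal effect; 0% = DMSO only and -100% = full killing by 100 µM tamoxifen; nearly all actives have a fitted effect of over 55% in size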
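H1299-neo (p53-null) cells, 600/well, were pre-incubated overnight at 37C, then exposed to compounds at up to 46 uM for 24 hr at 32C. Viability was measured as ATP content by luminescence, and AC50 values came from Hill fits.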
GALK inhibitor – qHTS Assay for Inhibitors of Human Galactokinase (GALK): NCGC Sytravon Library Screen. P51570. recombinant GALK, Kinase-Glo ATP luminescence, 1 h. Potency, µM (titrated, usually from 57.5 µM), for the others: at the highest dose activity, negative = inhibition, actives largely listed as inhibitors. 44,000 tested, under 10 active. AID 1347072, 2019;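 further: plate controls were full GALK reaction for no effect and reaction lacking GALK for full effect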
Target sequence (P51570 whole entry, looked up): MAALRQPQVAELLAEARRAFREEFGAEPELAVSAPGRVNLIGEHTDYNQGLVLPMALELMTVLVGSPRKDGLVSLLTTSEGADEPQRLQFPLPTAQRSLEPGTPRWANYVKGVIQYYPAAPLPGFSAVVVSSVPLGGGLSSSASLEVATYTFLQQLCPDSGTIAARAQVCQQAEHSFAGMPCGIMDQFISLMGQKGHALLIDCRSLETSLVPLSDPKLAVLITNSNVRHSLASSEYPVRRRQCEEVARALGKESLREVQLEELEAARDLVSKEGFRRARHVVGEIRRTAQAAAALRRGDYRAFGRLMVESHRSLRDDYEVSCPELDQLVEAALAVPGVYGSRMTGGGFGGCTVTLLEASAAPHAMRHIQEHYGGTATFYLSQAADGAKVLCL
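Luminescent ATP-depletion readout (Kinase-Glo Plus, 10 min) after 1 h RT reaction of 5 nM GALK, 35 uM ATP, 100 uM galactose, pH 8.0 HEPES buffer. Decreased kinase activity scored as inhibition.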
PTAP-TSG101 blk – qHTS Validation Assay for Inhibitors of HIV-1 Budding by Blocking the Interaction of PTAP/TSG101: Sytravon Library Screen; Tumor susceptibility gene 101 protein (Homo sapiens), Q99816; Fluorescence polarization, FITC-PTAP peptide/Tsg101, 20 min; Potency, µM (highest dose often 115 µM), for inactives: top-dose activity change, negative = inhibition, hits mostly inhibitors; 44,000 tested, under 10 active; AID 1347069, 2019; further: potency means the concentration at half of the fitted maximal effect; 0% is about no effect
Target sequence (Q99816 whole entry, looked up): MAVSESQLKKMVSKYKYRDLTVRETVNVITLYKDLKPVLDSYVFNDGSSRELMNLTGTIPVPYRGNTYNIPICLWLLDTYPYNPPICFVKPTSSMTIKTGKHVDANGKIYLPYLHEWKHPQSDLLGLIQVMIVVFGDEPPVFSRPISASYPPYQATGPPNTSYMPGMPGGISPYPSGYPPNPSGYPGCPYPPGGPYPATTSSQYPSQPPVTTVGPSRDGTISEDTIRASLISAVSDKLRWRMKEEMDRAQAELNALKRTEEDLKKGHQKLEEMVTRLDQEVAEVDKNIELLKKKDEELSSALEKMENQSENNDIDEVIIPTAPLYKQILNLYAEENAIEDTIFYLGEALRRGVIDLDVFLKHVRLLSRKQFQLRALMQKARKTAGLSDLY
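Steps: Tsg101 binding domain (10 uM final) in HEPES pH 7.5/NaCl/Tween 20/EDTA/TCEP; add compound; add FITC-PTAP peptide (50 nM final); incubate 20 min r.t.; read polarization.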
NTMT1 inhibitor – Primary qHTS for Inhibitors of N-terminal methyltransferase 1 (NTMT1): MTaseGlo Assay; N-terminal Xaa-Pro-Lys N-methyltransferase 1 (Homo sapiens), Q9BV86; NTMT1 MTase-Glo SAH luminescence, purified enzyme; Potency, µM (top dose mostly 114 µM), for the others: top-dose activity change, negative = inhibition, actives largely listed as inhibitors; actives 2.5% (n = 59,000); AID 1645870, 2021;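 further: potency means the concentration at half of the fitted maximal effect; plate controls were DMSO vehicle for no effect and no enzyme for full effect; nearly all actives have a fitted effect of over 65% in size; many of its hits are not listed in these tables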
Target sequence (Q9BV86 whole entry, looked up): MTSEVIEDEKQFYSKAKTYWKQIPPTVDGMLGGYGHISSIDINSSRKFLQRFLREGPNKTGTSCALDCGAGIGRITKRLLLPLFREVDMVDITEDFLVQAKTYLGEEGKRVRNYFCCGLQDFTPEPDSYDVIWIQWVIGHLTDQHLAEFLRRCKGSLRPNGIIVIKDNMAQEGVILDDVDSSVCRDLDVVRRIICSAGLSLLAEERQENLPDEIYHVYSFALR
B2AR arrestin ag – qHTS assay of beta-arrestin-biased ligands of beta2-adrenergic receptor: NCGC Sytravon Library Screen | 44,000 tested, under 10 active | HTLA Tango cells, beta-arrestin recruitment, luciferase luminescence, 18 h | Potency, µM (top dose mostly 46.1 µM), for the others: top-dose activation, most hits filed as activators | Beta-2 adrenergic receptor (Homo sapiens), P07550;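 further: potency means the concentration at half of the fitted maximal effect; 0% = DMSO and full agonism = EC100 isoproterenol or metaproterenol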
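Tango cells expressing recombinant beta2-AR and beta-arrestin were treated with compounds (up to 46 microM titration) in DMEM with 1% FBS for 18 hr at 37 degrees C. Beta-arrestin recruitment drove tTA-dependent luciferase, read by luminescence; curves were fitted and classed.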
FH mod – Identification of activators of human fumarate hydratase by quantitative high-throughput screening. Fumarate hydratase, mitochondrial (Homo sapiens), P07954. FH coupled MDH/diaphorase resazurin fluorescence, 15 min. Potency, µM (titrated, usually from 79.9 µM), for the others: at the highest dose activity change, negative = inhibition, most hits filed as inhibitors. actives 0.22% (n = 54,000); further: potency means the concentration at half of the fitted maximal effect; on the % scale 0 is the no-effect control and ±100 the full control effect; the screen sought activators but most active calls are inhibition curves; nearly all actives have a fitted effect of over 45% in size
p53null 39C tox – qHTS Screen for Compounds that Selectively Target Cancer Cells with p53 Mutations: Cytotoxicity of p53 Null Cells at the Nonpermissive Temperature; Potency, µM (titrated, usually from 46.1 µM), for the others: at the top dose activity, negative = cell killing, usual class: cytotoxic; H1299 p53-null (neo) cells, 39C, ATPlite viability, 24 h; actives 0.97% (n = 55,000); AID 904, 2007;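 further: potency means the concentration at half of the fitted maximal effect; 0% = DMSO only and -100% = full killing by 100 µM tamoxifen; nearly all actives have a fitted effect of over 50% in size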
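Concentration-response (up to 46 uM) was run for 24 h at the nonpermissive 39C on H1299-p53A138V or H1299-neo cells. ATP content was measured with ATPlite luminescence. AC50 values were Hill-modeled after normalizing between DMSO and 100 uM tamoxifen killing.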
* hit, by the source's call; u = inconclusive; x = not tested or not shown; [ ] = another dose, or the depositor's remark. The call rests on the fitted dose curve; in most records, active means well fitted curve in the direction sought with a large enough effect; inconclusive means small, poorly fitted or top-dose-only effect, or another doubt; inactive means no such curve, though single readings can be large; an effect the other way counts as inactive or inconclusive.

SMILES | p53null 32C kill | GALK inhibitor | PTAP-TSG101 blk | NTMT1 inhibitor | B2AR arrestin ag | FH mod | p53null 39C tox
Cc1ccccc1Cn1c(=O)n(CCc2ccccc2)c(=O)c2ccccc21 | -7% | -2% | 2% | 2% | 1% | -11% | -16%
COc1ccc(NC(=O)c2ccco2)cc1NC(=O)COc1ccc(C)c(C)c1 | -11% | 4% | -7% | -28% | -2% | 2% | u
CCc1ccc(NC(=O)CSc2nc3c([nH]c4ccccc43)c(=O)n2-c2cccc(OC)c2)cc1 | 11% | 0% | -4% | 12% | 1% | -10% | 12%
CCOC(=O)CNc1nc2ccccc2n2c(C)nnc12 | 3% | 0% | -3% | -5% | -1% | -5% | -16%
CC(C)(C)c1ccc(C(=O)NCCc2csc(-c3ccc(Cl)cc3)n2)cc1 | 32%[activator] | -3% | -5% | 14% | -1% | u | 23%
COc1ccc(NC(=O)CN2CCN(Cc3ccccc3)S2(=O)=O)c(OC)c1 | 4% | 3% | 3% | 0% | 1% | -22% | -2%
Cc1ccc2c(c1)-c1onc(C(=O)N3CCN(c4cccc(C)c4C)CC3)c1CO2 | 0% | 5% | -2% | 8% | -1% | -4% | 50%[activator]
CCOC(=O)c1ccccc1Nc1cc(C)nc2nc(-c3ccco3)nn12 | 6% | 3% | -5% | u | 0% | -17% | -7%
CCOC(=O)Cc1ccc(NC(=O)N2CC(CC)Oc3ccccc32)cc1 (stereo not drawn) | 0% | 1% | -5% | 4% | 0% | -8% | -13%
CCOc1ccccc1CN(CCc1ccc2c(c1)OCO2)Cc1cccc(OC)c1OC | u | -12% | 1% | 4% | -2% | -17% | -3%
COC(=O)c1ccc(NC(=O)Nc2nnc(N(C)C3CCCCC3)s2)cc1 | -4% | -11% | -5% | 9% | -2% | 1% | -7%
O=C(Cn1nc(C(F)(F)F)c2c1CCCC2)Nc1ccc(Cl)cc1 | 33%[activator] | 6% | -2% | -2% | 0% | -9% | u
Cc1ccc2cccc(NC(=O)c3cccc4c(Br)cccc34)c2n1 | -3%[9.22 µM] | 6% | 5% | u | 1% | -12% | -10%
O=C(NCCc1csc(-c2cccc(F)c2)n1)C(=O)Nc1cc(F)ccc1F | -1% | -2% | -10% | 7% | 0% | -1% | -11%
Cc1c(C(=O)OCC2CCCCC2)[nH]c2c1C(=O)CC(c1ccc(Cl)cc1)C2 (stereo not drawn) | -1% | 1% | -1% | 15% | 1% | 1% | -7%
CCc1ccc(-n2nc(CO)c(C(=O)NCCc3ccccc3)n2)cc1 | -16% | 3% | 0% | 16% | -2% | 4% | -8%
Cc1cc(=O)n(Cc2ccccc2)c2c1c(C)nn2-c1ccccc1 | 2% | 1% | 1% | 2% | 2% | -10% | 4%
COc1cc2c(cc1OC)C(COc1ccc3c(C)cc(=O)oc3c1)N(C(=O)CC(C)C)CC2 (stereo not drawn) | 27% | 4% | 2% | -3% | 0% | -11% | -17%
Cc1ccc(F)cc1NC(=O)CCc1c(C)nn(-c2ccc(N3CCCCC3)nn2)c1C | u | 1% | 0% | x | 0% | x | -26%
Cn1c(=O)c2c(n3c4ccccc4nc13)NC(=O)CC2c1cccc(Cl)c1 (stereo not drawn) | -10% | 1% | -5% | -1% | u | -25% | 7%
O=C(Nc1cccc(C(F)(F)F)c1)c1ccc2c(c1)nnn2C1CCCC1 | -11% | -1% | 0% | 15% | 1% | -3% | 2%
COc1ccc(Cl)cc1NC(=O)Cn1c(=O)n(Cc2nc(C)no2)c(=O)c2ccccc21 | -1% | 3% | 3% | 6% | 1% | -20% | -1%
CC1Cc2cc(S(=O)(=O)CCC(=O)Nc3ccc(Cl)cc3F)ccc2N1C(=O)C1CC1 (stereo not drawn) | -5% | 2% | -7% | x | 1% | x | -12%
COC(=O)c1ccc(Cl)cc1NC(=O)N(Cc1ccc(OC)cc1)C1CCN(C(C)=O)CC1 | -8% | 1% | -10% | -1% | 0% | -14% | -25%
O=C(NCc1ccccc1)c1cnc2sc(N3CCCC3)nn2c1=O | 4% | 2% | 2% | -3% | -1% | 5% | 0%
CCOc1ccc(-c2cc3nc(C4CCN(C(=O)OC(C)(C)C)CC4)c(C(=O)Nc4cccc(C(F)(F)F)c4)cn3n2)cc1 | -3% | 1% | 4% | 15% | 0% | -2% | -3%
Cc1ccc(Cl)cc1NC(=O)c1cc(-c2ccc3c(c2)OCCO3)on1 | u | 0% | -2% | -14% | -4% | 4% | u
COc1cccc(CCNC(=O)c2c(O)nc3cc(C)ccn3c2=O)c1 | -7% | -7% | -3% | 10% | 0% | 3% | -9%
Cc1ccc(Sc2ccc(N3CCCC(C(=O)Nc4ccc(F)c(Cl)c4)C3)nn2)cc1 (stereo not drawn) | 3% | 7% | 0% | 2% | 1% | -18% | 1%
CCOc1ccc(NC(=O)Cn2c(=O)c(CNc3ccc(OC)cc3)cc3ccc(OC)cc32)cc1 | 1% | 0% | -2% | 9% | 1% | -19% | 2%
CC1CCN(S(=O)(=O)c2nnc(NC(=O)c3ccc(C(C)C)cc3)s2)CC1 | 7% | -9% | 3% | 12% | 0% | 7% | -4%
Cc1cccc(C(=O)N2CCCCC2CCN2CCCCC2)c1 (stereo not drawn) | -5% | 0% | 0% | 4% | -1% | 6% | -28%
COc1ccc(CNC(=O)C(=O)NCC(c2ccco2)S(=O)(=O)c2cccs2)cc1 (stereo not drawn) | -2% | 0% | 0% | 0% | -2% | -3% | -8%
CCOc1ccc(C(=O)NCc2nc3cccnc3n2Cc2cccc(OC)c2)cc1 | -8% | 3% | 1% | 3% | -1% | 2% | 4%
Cc1ccc(Cl)cc1NC(=O)C(C)n1nc(-c2ccccc2)ccc1=O (stereo not drawn) | -2% | u | 2% | -10% | 0% | 0% | -14%
CCOc1ccc2c(c1)c(=O)c(C(=O)c1ccc(CC)cc1)cn2CC(=O)Nc1ccc2c(c1)OCCO2 | -3% | 8% | -3% | u | 0% | -6% | -28%
CCCCN(CCCNC(=O)c1ccc(Sc2ccc(Cl)cc2)c(NC(C)=O)c1)c1ccccc1 | 22% | 5% | -3% | 14% | 9% | u | 13%
CCOC(=O)c1nn2c(C(F)(F)F)cc(-c3ccc(C)cc3)nc2c1Cl | -2% | -1% | 0% | 0% | 0% | 0% | 6%
COc1ccc(-n2cc(C(=O)NC(C)c3ccccc3)c3ccccc3c2=O)cc1 (stereo not drawn) | 2% | 4% | 1% | 11% | 0% | -14% | 129%[activator]
COc1ccccc1NC(=O)NCCCN1CCN(c2ccc(F)cc2)CC1 | 0% | 2% | 2% | 1% | 0% | -2% | 8%
CCOC(=O)c1c(C)n(-c2ccccc2)c2ccc(OC(=O)c3cc(OC)cc(OC)c3)cc12 | -5% | 0% | 1% | 1% | 1% | -6% | 3%
Cc1ccccc1CNC(=O)C1CCN(c2nnc(-n3c(C)ccc3C)s2)CC1 | -5% | -1% | -4% | -3% | -3% | -2% | -6%
Cc1cccc(NC(=O)C2CCC(CNS(=O)(=O)c3ccc4c(c3)CCCC(=O)N4)CC2)c1C (stereo not drawn) | 0% | -2% | 2% | -5% | -1% | 0% | 7%
CCCCOc1ccc(S(=O)(=O)NCc2csc(-c3ccc(OC)cc3)n2)cc1 | -7% | -1% | -2% | 1% | -4% | 0% | -13%
Cc1c(NC(=O)c2cc(-c3ccc(Br)cc3)on2)c(=O)n(-c2ccccc2)n1C | 13% | 5% | -3% | -8% | 1% | -11% | 17%
CCCN1Cc2cccc(C(=O)Nc3cccc(C(=O)OCC)c3)c2C1=O | 0% | -3% | -4% | -20% | 1% | -20% | -1%
CC(NC(=O)CCNS(=O)(=O)c1cccc2nsnc12)c1ccccc1 (stereo not drawn) | -4% | -4% | -3% | -9% | 0% | -1% | -10%
COc1cccc(NC(=O)C2CCN(c3cc(C)nc4c(-c5ccc(Cl)cc5)c(C)nn34)CC2)c1 | 7% | 0% | -1% | 10% | 1% | 0% | -15%
COc1cccc2c1Oc1nc(-c3ccccc3)nc(SCC(=O)Nc3ccccc3)c1C2 | -8% | 6% | 1% | 1% | 1% | -34% | 23%
Cc1ccc(-n2nc(C)c3c(C)cc(=O)n(CC(=O)Nc4cc(Cl)ccc4C)c32)cc1 | -7% | -2% | -1% | 17% | 0% | -7% | 7%
Cc1ccc(-c2nn3c(=O)cc(CN4CCN(C(=O)/C=C/c5ccccc5)CC4)nc3s2)cc1 | 14% | 1% | -2% | 8% | 0% | 5% | u
Cc1ccc(S(=O)(=O)C2(C(=O)Nc3ccc(C(C)C)cc3)CC2)cc1 | 1% | -7% | -2% | 4% | 1% | -18% | -13%
CC(C)(C)OC(=O)N1CCC(c2c(C(=O)N3CCN(c4ccccn4)CC3)cnn2-c2cccc(F)c2)CC1 | 13% | 5% | -14% | -5% | 0% | 16% | -13%
CC(C)C(=O)NCC(c1ccc2c(c1)OCO2)N1CCN(c2ccccc2)CC1 (stereo not drawn) | -3% | 1% | 1% | -2% | 0% | 2% | 1%
Cc1ccc(-n2nc(C)c3c(C(=O)O)cc(C)nc32)cc1 | -1% | 2% | -9% | 7% | 0% | 14% | -28%

Rewritten as comma-separated lines: part of the list above.
Molecule,p53null 32C kill,GALK inhibitor,PTAP-TSG101 blk,NTMT1 inhibitor,B2AR arrestin ag,FH mod,p53null 39C tox
Cc1ccc(-c2nn3c(=O)cc(CN4CCN(C(=O)/C=C/c5ccccc5)CC4)nc3s2)cc1,14%,1%,-2%,8%,0%,5%,u
CC(NC(=O)CCNS(=O)(=O)c1cccc2nsnc12)c1ccccc1 (stereo not drawn),-4%,-4%,-3%,-9%,0%,-1%,-10%
Cc1ccc(-n2nc(C)c3c(C(=O)O)cc(C)nc32)cc1,-1%,2%,-9%,7%,0%,14%,-28%
Cc1ccc(-n2nc(C)c3c(C)cc(=O)n(CC(=O)Nc4cc(Cl)ccc4C)c32)cc1,-7%,-2%,-1%,17%,0%,-7%,7%
Cc1cccc(NC(=O)C2CCC(CNS(=O)(=O)c3ccc4c(c3)CCCC(=O)N4)CC2)c1C (stereo not drawn),0%,-2%,2%,-5%,-1%,0%,7%

Source: PubChem BioAssay

An excerpt. The share of hits here may be higher or lower than overall.
